Assay outcomes: PubChem, NCI
Growth percent in the NCI-60 one-dose screen (48 h, 10 µM unless noted): 100 = growth as untreated, 0 = no growth, -100 = all killed.
OVCAR-4 = OVCAR-4 ovarian cancer cells | 80,000 tested, 3.7% active | AID 1794784
OVCAR-5 = OVCAR-5 ovarian cancer. 82,000 tested, 2.9% active
A498 = A498 renal cancer cells; 76,000 tested, 5.4% active; AID 1794774
IGROV1 = IGROV1 ovarian cancer; 79,000 tested, 4.7% active; AID 1794786
OVCAR-3 = OVCAR-3 ovarian cancer; 79,000 tested, 7% active
OVCAR-8 = OVCAR-8 ovarian cancer; 81,000 tested, 4.4% active
RXF 393 = RXF 393 renal cancer cells. 77,000 tested, 6.9% active. AID 1794773
SK-OV-3 = SK-OV-3 ovarian cancer cells | 80,000 tested, 3.2% active
ACHN = ACHN renal cancer. 81,000 tested, 4.9% active. AID 1794771
* = called active by the depositor; · = no result given; & = joins results of further samples; ! = not active in a repeat; [ ] = another dose, or the depositor's remark. How the source made its calls: active means growth percent below 10; inactive means the rest.

SMILES | OVCAR-4 | OVCAR-5 | A498 | IGROV1 | OVCAR-3 | OVCAR-8 | RXF 393 | SK-OV-3 | ACHN
COc1ccc(NCc2cn(-c3ccccc3)nc2-c2ccc(OCc3ccccc3)cc2)cc1 | 55 | 106 | 78 | 101 | 91 | 64 | 69 | 69 | 61
N#Cc1c(-c2ccc(F)cc2)cc(-c2cccc(Cl)c2)[nH]c1=O | 28 | 112 | 80 | 63 | 7.2* | 53 | 52 | 79 | 49
N#Cc1c(-c2ccccc2)nc2c(c(-c3ccccc3)nn2-c2ccccc2)c1-c1ccc2c(c1)OCO2 | 92 | 96 | 92 | 107 | 95 | 103 | 55 | 94 | 81
CCN(CC)P(=O)(N(CC)CC)N(CCCSC/C=C(\C)CC/C=C(\C)CCC=C(C)C)CCCN1CCN(C)CC1 | 92 | 103 | 77 | 110 | 104 | 97 | 91 | 103 | 119
ClCC1COC2(CCCC2)O1 (centres undefined) | 100 | 98 | 108 | 104 | 106 | 103 | 104 | 103 | 98
O=C(NC(CSSCC(NC(=O)OCc1ccccc1)C(=O)O)C(=O)O)OCc1ccccc1 (centres undefined) | 104&68 | 99&91 | 99&68 | 106&73 | 105&98 | 103&79 | 113&81 | 84&107 | 99&89
CCC(=O)Nc1ccccc1Cl | 110 | 109 | 95 | 115 | 116 | 102 | 115 | 107 | 105
N#Cc1c(NCc2cccc(Br)c2)sc2c1CCCC2 | 96 | 101 | · | 87 | 102 | 98 | 99 | · | 102
N#Cc1ncc(-c2cc(C(F)(F)F)cc(C(F)(F)F)c2)c(NC2CCCCCC2)n1 | 86 | 105 | 80 | 99 | 104 | 101 | 106 | 98 | 92
Nc1ncnc2c1C(c1ccc(F)cc1)c1sc3c(Br)cccc3c1O2 (centres undefined) | 94 | 96 | 98 | 63 | 99 | 102 | 96 | 95 | 87
Cc1cc2nc3c4cc(O)ccc4n(CCN(C)C)c3nc2cc1C | 4.9* | -12* | 9.3* | -26* | 3.7* | -19* | -54* | -2.5* | -34*
CC(Sc1ncnc2nc[nH]c12)c1ccccc1 (centres undefined) | 99 | 103 | 98 | · | 114 | 102 | 115 | · | 106
CCOC(=O)Cc1csc(NC(=O)c2ccc(-n3c(=O)[nH]c4ccccc4c3=O)cc2)n1 | 90 | 102 | 129 | 100 | 112 | 99 | 95 | 88 | 90
COc1ccc(C(=O)CSc2nccc(Nc3ccc(S(=O)(=O)Nc4ncccn4)cc3)n2)cc1 | 110 | 123 | 119 | 106 | 115 | 97 | 117 | 108 | 104
COc1cc2c(c(OC)c1OC)C(=O)CC(c1cccc(NC(=O)c3cc(NC(=O)[C@@H](N)CO)ccc3C)c1)O2 (some centres undefined) | 112 | 101 | 126 | 114 | 121 | 104 | 119 | 111 | 107
N=C1N=C(SCc2nc3ccccc3[nH]2)NC(=O)/C1=C/c1ccccc1 | 115 | 110 | 130 | 112 | 115 | 104 | 113 | 154 | 105
Cc1cc2oc(=O)cc(CP(=O)(O)O)c2cc1O | 103 | 94 | 81 | 92 | 102 | 100 | 103 | 105 | 101
Nc1cccc(Nc2nc(N)nc3c2CCc2occc2-3)c1 | 113 | 112 | 90 | 101 | 110 | 101 | 110 | 100 | 101
Clc1ccc(CSc2ncnc(SCc3ccc(Cl)cc3Cl)c2Cl)c(Cl)c1 | 103 | 94 | 91 | 96 | 95 | 89 | 105 | 95 | 102
CC(=O)/C(=C\c1c(-c2ccccc2)[nH]c2ccccc12)S(C)(=O)=O | -30* | 78 | 32 | 54 | -55* | 41 | -5.1* | 36 | 50
Fc1ccc(Cn2cc(CSc3nc4ccccc4o3)nn2)cc1F | 96 | 99 | 77 | 94 | 95 | 104 | 111 | 78 | 100
NC(=O)OCC(COC(N)=O)c1ccccc1 | 110 | 106 | 81 | 109 | 109 | 105 | 122 | 127 | 104
O=C(COc1cccc2cccnc12)Nc1ccc(C(=O)/C=C/c2ccc(Cl)cc2)cc1 | 92 | 105 | · | 89 | 100 | 94 | 92 | 105 | 94
COc1ccc(S(=O)(=O)c2ccc(C(N)=O)cc2)cc1NC(=O)c1[nH]c(C)c2c1CCCCC2=O | 51 | 69 | 11 | 65 | 48 | 75 | 69 | · | 101
N#CC(c1ccccc1)(c1ccccc1)c1ccccc1 | 97 | 100 | 86 | 97 | 91 | 102 | 94 | 108 | 101
C#CCNC1CCC(c2csc(C#C)n2)=C1C (centres undefined) | 90 | 76 | 118 | -64* | -22* | 40 | 117 | 93 | -88*
COc1cc2c(N(c3ccccc3)c3ccccc3)ncnc2c(OC)c1OC | 104 | 103 | 71 | 105 | 104 | 102 | 108 | 92 | 102
Cc1cc(C)n(C(=O)c2sc(=S)n(-c3ccccc3)c2NN=C(C#N)C#N)n1 | 95 | 104 | 87 | 93 | 107 | 103 | · | 102 | 98
O=C(OC1CCCC1)c1ccc(Cl)cc1Cl | 102 | 107 | 117 | 106 | 114 | 100 | 111 | 108 | 107
CN(C)CCOc1ccccc1Cc1cccc(Cl)c1 | 94 | 102 | 94 | 93 | 93 | 101 | 83 | 94 | 104
COc1cc(NC(C)CCCNC(=O)CCC(=O)NCCCNCCCCCCCCCCNCCCNC(=O)CCC(=O)NCCCC(C)Nc2cc(OC)cc3cccnc23)c2ncccc2c1 (centres undefined) | 4.2*[8 µM] | 79[8 µM] | · | 58[8 µM] | 41[8 µM] | 78[8 µM] | 88[8 µM] | 116[8 µM] | 97[8 µM]
C#C[C@]1(O)CC[C@H]2[C@@H]3CC=C4c5sc(Nc6cc(Cl)ccc6OC)nc5CC[C@]4(C)[C@H]3CC[C@@]21C | 52 | 68 | -2.1* | 43 | 25 | 52 | -75* | -6.2* | 32
C=C1CC[C@@H]2[C@]3(C)COC(c4ccccc4)O[C@@H]3CC[C@@]2(C)[C@@H]1C/C=C1/C(=O)OC[C@H]1O (some centres undefined) | 83 | 105 | 109 | 89 | 64 | 57 | 127 | 119 | 100
COc1ccc(C(=O)c2cc(C)c(OC)c(C)c2)cc1OC(=O)CCl | 47 | 40 | 44 | 26 | -15* | 6.9* | 38 | 21 | 21
COc1ccc2nc3sc(C(=O)Nc4ccc(C(=O)/C=C/c5cc(OC)c(OC)c(OC)c5)cc4)cc3cc2c1 | 104 | 114 | 108 | 103 | 115 | 111 | 135 | 124 | 110
CC1CC(C)C(C)C(CO)C1 (centres undefined) | 114 | 108 | 93 | 103 | 106 | 94 | 107 | 102 | 114

One compound at a time (already shown). Values in the order: OVCAR-4 | OVCAR-5 | A498 | IGROV1 | OVCAR-3 | OVCAR-8 | RXF 393 | SK-OV-3 | ACHN
Record of `CN(C)CCOc1ccccc1Cc1cccc(Cl)c1` = 94 | 102 | 94 | 93 | 93 | 101 | 83 | 94 | 104
Record of `C=C1CC[C@@H]2[C@]3(C)COC(c4ccccc4)O[C@@H]3CC[C@@]2(C)[C@@H]1C/C=C1/C(=O)OC[C@H]1O` (some centres undefined) = 83 | 105 | 109 | 89 | 64 | 57 | 127 | 119 | 100

Next records follow.
SMILES | OVCAR-4 | OVCAR-5 | A498 | IGROV1 | OVCAR-3 | OVCAR-8 | RXF 393 | SK-OV-3 | ACHN
S=C(Cc1ccccc1)Nc1ccccc1 | 103 | 103 | 83 | 106 | 114 | 105 | 100 | 101 | 101
CCCCC(/C=N/N=C(N)N)=N\N=C(N)N | 102 | 94 | 65 | 105 | 98 | 105 | 109 | 97 | 102
COc1ccc(NC(=O)Nc2sc3c(c2C#N)CCCC3)cc1 | 102 | 94 | · | 100 | 106 | 99 | 95 | · | 100
CCCC1OC(C)C(C)O1 (centres undefined) | 102 | 104 | · | 113 | 117 | 94 | 112 | 111 | 107
CCOC(=O)c1c(N2CCN(C)CC2)[nH]c(=O)c(C=Nc2cc(Cl)cc(Cl)c2)c1O | 105 | 106 | 93 | 99 | 125 | 102 | 104 | 113 | 105
FC(F)(F)c1[nH]ncc1-c1nc2ccc3[nH]ncc3c2c2c1CCCC2 | 46 | 9.7* | -60* | -8.6* | 9.9* | 14 | -63* | -3.3* | 5.0*
CN1CCCN(Cc2ccc(C(=O)Nc3cccc(Nc4ccc5cc(O)ccc5n4)c3)cc2C(F)(F)F)CC1 | 77 | 131 | 139 | 89 | 77 | 101 | 61 | 116 | 86
CCOC(=O)C1=C(N)N(c2ccc(C)cc2)C2=C(C(=O)CC(C)(C)C2)C1c1ccc(Cl)cc1 (centres undefined) | 97 | 117 | 117 | 108 | 84 | 87 | 106 | 125 | 99
O=C(CCc1nnc(Cn2cnc3nc[nH]c3c2=O)o1)c1nc2ccccc2[nH]1 | 100 | 89 | 93 | 124 | 121 | 105 | 100 | 114 | 101
COc1cccc2cc(-c3cc4ccccc4[nH]3)c(=O)oc12 | 85 | 103 | 97 | 70 | 113 | 106 | 114 | 92 | 101
Nc1nc2ccc([N+](=O)[O-])cc2[nH]1 | 99 | 101 | 155 | 105 | 154 | 105 | 113 | 107 | 104
NC1CCC(C(=O)O)CC1 (centres undefined) | 103&107 | 100&94 | 87&95 | 111&115 | 107&103 | 113&109 | 106&112 | 106&101 | 105&106
CCCc1nc(C)c2c(=O)[nH]c(-c3cc(S(=O)(=O)N4CCN(CC)CC4)ccc3OCC)nn12 | 107 | 99 | 91 | 113 | 130 | 101 | 117 | 108 | 96
CCCCCCCN(CCCCCCC)CC(O)c1ccc(Br)cc1 (centres undefined) | 82 | 91 | 89 | 90 | 92 | 89 | 42 | 88 | 72
Cc1sc2ncnc(Sc3nc4ccccc4[nH]3)c2c1C | -15* | -59* | 24 | -76* | -86* | -66* | -60* | -23* | -83*
O=C(NCC(O)CO)c1ncc(-c2ccc(C(F)(F)F)cc2)c(NC2CCCCCC2)n1 (centres undefined) | 109 | 109 | 94 | 100 | 101 | 92 | 107 | 94 | 91
COc1ccc(C2CC(c3ccc(Nc4nc(Nc5ccccc5)nc(Nc5ccccc5)n4)cc3)=NN2C(C)=O)cc1 (centres undefined) | 90 | 104 | 95 | 118 | 91 | 83 | -11* | 124 | 100
FC(F)(F)c1nnc2n1N=C(c1ccccc1)C2 | 100 | 108 | 102 | · | 111 | 99 | 110 | 92 | 100
Cn1ccc2cc(OCc3ccccc3)ccc21 | 101 | 101 | 100 | 107 | 114 | 96 | 111 | 97 | 103
CC(=O)Oc1cc(C(C)C)c(OCCN(C)C)cc1C | 114&111 | 93 | 97&98 | 112&110 | 119&125 | -71*! | 101&112 | 101&115 | 99
CC(C)CC1CCCC12NC(=O)NC2=O (centres undefined) | 115 | 103 | · | 104 | 114 | 108 | 111 | 107 | 107
O=c1nc2c(n[nH]1)c1ccccc1n2Cc1ccccc1 | 99 | 102 | 78 | 99 | 106 | 97 | 115 | 105 | 102

For convenience, some entries already given:
SMILES | OVCAR-4 | OVCAR-5 | A498 | IGROV1 | OVCAR-3 | OVCAR-8 | RXF 393 | SK-OV-3 | ACHN
O=C(CCc1nnc(Cn2cnc3nc[nH]c3c2=O)o1)c1nc2ccccc2[nH]1 | 100 | 89 | 93 | 124 | 121 | 105 | 100 | 114 | 101
COc1cccc2cc(-c3cc4ccccc4[nH]3)c(=O)oc12 | 85 | 103 | 97 | 70 | 113 | 106 | 114 | 92 | 101
Nc1nc2ccc([N+](=O)[O-])cc2[nH]1 | 99 | 101 | 155 | 105 | 154 | 105 | 113 | 107 | 104
NC1CCC(C(=O)O)CC1 (centres undefined) | 103&107 | 100&94 | 87&95 | 111&115 | 107&103 | 113&109 | 106&112 | 106&101 | 105&106
CCCc1nc(C)c2c(=O)[nH]c(-c3cc(S(=O)(=O)N4CCN(CC)CC4)ccc3OCC)nn12 | 107 | 99 | 91 | 113 | 130 | 101 | 117 | 108 | 96
CCCCCCCN(CCCCCCC)CC(O)c1ccc(Br)cc1 (centres undefined) | 82 | 91 | 89 | 90 | 92 | 89 | 42 | 88 | 72
Cc1sc2ncnc(Sc3nc4ccccc4[nH]3)c2c1C | -15* | -59* | 24 | -76* | -86* | -66* | -60* | -23* | -83*
O=C(NCC(O)CO)c1ncc(-c2ccc(C(F)(F)F)cc2)c(NC2CCCCCC2)n1 (centres undefined) | 109 | 109 | 94 | 100 | 101 | 92 | 107 | 94 | 91
COc1ccc(C2CC(c3ccc(Nc4nc(Nc5ccccc5)nc(Nc5ccccc5)n4)cc3)=NN2C(C)=O)cc1 (centres undefined) | 90 | 104 | 95 | 118 | 91 | 83 | -11* | 124 | 100
FC(F)(F)c1nnc2n1N=C(c1ccccc1)C2 | 100 | 108 | 102 | · | 111 | 99 | 110 | 92 | 100
Cn1ccc2cc(OCc3ccccc3)ccc21 | 101 | 101 | 100 | 107 | 114 | 96 | 111 | 97 | 103
CC(=O)Oc1cc(C(C)C)c(OCCN(C)C)cc1C | 114&111 | 93 | 97&98 | 112&110 | 119&125 | -71*! | 101&112 | 101&115 | 99
CC(C)CC1CCCC12NC(=O)NC2=O (centres undefined) | 115 | 103 | · | 104 | 114 | 108 | 111 | 107 | 107
O=c1nc2c(n[nH]1)c1ccccc1n2Cc1ccccc1 | 99 | 102 | 78 | 99 | 106 | 97 | 115 | 105 | 102
